Source: PubChem BioAssay
tim10-1 inh: inhibits growth of tim10-1 mutant yeast; inhibition, % at 20 µM; hit rate 2.2% among 330,000; S. cerevisiae tim10-1 ts strain growth, BacTiter-Glo, 24 h; AID 463190;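 active = inhibition of at least 40%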;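 note: mutant grown at 25 °C; 0% = DMSO wells with yeast and 100% = wells holding no yeast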
Mdm2 MdmX PPI: disrupts the human Mdm2-MdmX interaction. O15151+Q00987. SaOS-2 split-luciferase Mdm2/MdmX complementation, luminescence. inhibition, % at 8 µM. hit rate 3% among 330,000. AID 485346;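 active = inhibition of at least 50% at 8 µM in the primary screen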
Target sequence (O15151 whole entry, looked up): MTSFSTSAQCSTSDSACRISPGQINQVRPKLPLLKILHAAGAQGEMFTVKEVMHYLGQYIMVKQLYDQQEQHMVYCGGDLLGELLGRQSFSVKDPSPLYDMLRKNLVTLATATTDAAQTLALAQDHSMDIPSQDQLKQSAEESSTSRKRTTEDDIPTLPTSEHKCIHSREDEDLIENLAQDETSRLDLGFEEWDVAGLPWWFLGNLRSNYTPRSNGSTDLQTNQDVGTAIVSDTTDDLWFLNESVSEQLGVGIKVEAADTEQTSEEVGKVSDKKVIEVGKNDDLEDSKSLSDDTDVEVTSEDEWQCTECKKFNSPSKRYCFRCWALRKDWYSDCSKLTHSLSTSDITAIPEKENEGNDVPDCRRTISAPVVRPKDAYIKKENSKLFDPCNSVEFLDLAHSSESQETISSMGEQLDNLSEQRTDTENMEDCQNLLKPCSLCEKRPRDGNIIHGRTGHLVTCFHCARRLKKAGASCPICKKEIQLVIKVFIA
Target sequence (Q00987 whole entry, looked up): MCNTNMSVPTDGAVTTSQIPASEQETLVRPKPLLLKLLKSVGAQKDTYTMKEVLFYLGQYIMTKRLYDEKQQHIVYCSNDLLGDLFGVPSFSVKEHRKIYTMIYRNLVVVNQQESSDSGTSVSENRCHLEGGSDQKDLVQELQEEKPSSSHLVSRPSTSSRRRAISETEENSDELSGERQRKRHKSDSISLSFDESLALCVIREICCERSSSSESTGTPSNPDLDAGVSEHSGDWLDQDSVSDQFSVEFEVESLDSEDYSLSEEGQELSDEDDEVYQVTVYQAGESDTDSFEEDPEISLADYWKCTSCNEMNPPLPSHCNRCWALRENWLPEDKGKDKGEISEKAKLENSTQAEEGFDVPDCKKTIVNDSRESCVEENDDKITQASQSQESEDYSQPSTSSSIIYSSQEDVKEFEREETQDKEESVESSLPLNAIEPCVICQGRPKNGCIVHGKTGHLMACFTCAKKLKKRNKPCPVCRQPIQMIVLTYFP
APJ antagonist: antagonists of human APJ apelin receptor. P35414. CHO-K1 APJ beta-arrestin complementation, luminescence. inhibition, % at 20 µM. hit rate 0.32% among 330,000. AID 2521;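 active = inhibition above about 40% at 20 µM, limit read from the data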;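 note: cells challenged with 10 nM apelin-13 agonist together with compound; plate controls were apelin-13 plus DMSO wells for no effect and DMSO wells lacking apelin-13 for full effect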
TIM10 inh: growth inhibitors of TIM10 yeast strain | S. cerevisiae TIM10 strain growth, BacTiter-Glo luminescence, 24 h | inhibition, % at 10 µM | hit rate 1.4% among 330,000;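 active = inhibition of 40% or more at the single tested concentration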;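 note: wild-type TIM10 isogenic control strain grown at permissive 25 °C; 0% = DMSO yeast wells and 100% = minimal medium wells without yeast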
UPR CHOP act: apoptotic UPR (CHOP) activation. AID 449763. hit rate 0.34% among 330,000. CHO-CHOP luciferase reporter, luminescence; percent of tunicamycin response over DMSO baseline. activation, % at 10 µM;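 active = at 10 µM dose, activation of 40% or more, normalized to positive control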;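 note: 100% = tunicamycin at 10 µg/mL and 0% = DMSO alone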
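measured by = luciferase luminescence | assay system = CHO-CHOP cells, stable luciferase reporter of PERK-eIF2a-CHOP signalling | amount = 500 reporter cells seeded per well | timing = 6 h compound exposure at 37 °C after overnight seeding | controls = positive tunicamycin 10 µg/mL, negative DMSO alone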
UPR XBP1 act: activators of adaptive arm of unfolded protein response (XBP1) | CHO-XBP1 luciferase reporter, IRE1-XBP1 UPR activation, luminescence; percent of tunicamycin response, DMSO as zero | activation, % at 20 µM | hit rate 0.33% among 330,000 | AID 463104;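 active = versus positive control, 20 µM dose yields 30% or more activation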;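 note: 100% = tunicamycin at 10 µg/mL and 0% = DMSO only wells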
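Test system: CHO-XBP1 luciferase reporter cells | Buffer or medium: Serum-containing F12 medium, 10% FBS | Schedule: 6 h compound exposure at 37 °C, 5% CO2 | Detection: Steady-Glo luciferase glow luminescence, 10 min after reagent addition | Read-out basis: Activation, % of tunicamycin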
tim23-1 inh: tim23-1 yeast growth inhibition; AID 463212; inhibition, % at 20 µM; S. cerevisiae tim23-1 growth, BacTiter-Glo luminescence, 24 h; hit rate 1.3% among 330,000;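 active = growth inhibition of the mutant yeast at or above 50%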;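 note: temperature-sensitive mutant grown at 25 °C; plate controls were DMSO-treated mutant yeast for no effect and medium wells lacking yeast for full effect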
APJ ag: APJ receptor agonism; P35414; CHO-K1 APJ PathHunter beta-arrestin, luminescence; 0% DMSO wells, 100% apelin; activation, % at 20 µM; hit rate 0.11% among 330,000; AID 2520;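 active = activation more than six SD over the plate average, tested at 20 µM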;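 note: 0% = DMSO alone and 100% = apelin-13 at 10 nM; some results filed as inactive read as strong as hits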
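Assay system: engineered CHO-K1 APJ arrestin reporter cells; Amount: 1000 CHO-K1 reporter cells seeded per well; Dosing: one dose, 20 µM compound, 1% DMSO; Times: compound stimulation 90 min at 25 °C, detection 60 min; Measured by: luminescent beta-gal fragment complementation, chemiluminescent substrate; Read-out: APJ–arrestin association signal; Controls: DMSO vs Apelin-13 10 nM.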
CXCR6 block: CXCR6 (human) receptor inhibition | inhibition, % at 20 µM | hit rate 0.36% among 360,000 | O00574 | CHO-K1 PathHunter CXCR6 beta-arrestin, luminescence; in the data active = inhibition above about 34%, passing the limit was not always enough;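 note: antagonist mode with CXCL16 agonist at 10 nM final; 0% = 10 nM CXCL16 with DMSO and 100% = unstimulated wells without agonist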
Numbers without * were called inactive; . = no result given. Not all compounds are listed, so the mix of outcomes need not match the whole.

SMILES	tim10-1 inh	Mdm2 MdmX PPI	APJ antagonist	TIM10 inh	UPR CHOP act	UPR XBP1 act	tim23-1 inh	APJ ag	CXCR6 block
CCCCCn1c(=O)[nH]c2cc(C(=O)NCCCN3CCCCC3C)ccc2c1=O (configuration not stated)	2	11	10	1	0.8	2	-10	0	1
CCOC(=O)/C(=C\c1cccnc1)C(=O)c1cc(C(C)=O)c(Nc2ccccc2)s1	14	97*	69*	28	-11	-15	47	-5	93*
O=C(CO/N=C/c1ccc(OC(F)F)cc1)NCc1cccs1	10	10	-1	1	-2.1	-1	13	-3	-3
COc1cc2c(C#CCCCO)c(-c3ccsc3)oc(=O)c2cc1OC	-4	29	0	-5	-0.9	2	-6	-1	-2
COc1ccc(N=C2SC(CC(=O)Nc3ccc(F)cc3)C(=O)N2Cc2ccco2)cc1 (configuration not stated)	25	29	7	20	-0.3	-3	8	-1	12
Cc1sc2ncnc(N3CCC(C(=O)Nc4ccc(Br)cc4Br)CC3)c2c1C	14	57*	4	4	0.7	-4	18	-1	-13
O=C(NC1CCC1)C1CCC(=O)N(Cc2cccc(F)c2)C1 (configuration not stated)	-11	-8	1	3	0.2	-3	-3	0	6
CCOc1ccc2nc(NC(=O)CSc3nc4c(c(=O)n(C)c(=O)n4C)n3C(C)C)sc2c1	27	33	-3	16	0.9	4	23	2	-9
O=C(COC(=O)c1sc2cc(Cl)ccc2c1Cl)Nc1ncc(Cl)cc1Cl	10	14	25	22	-0.1	-2	15	-3	.
Cc1nn(C)c(C)c1NC(=O)CSc1nc(-c2ccccc2Cl)nc2c1cnn2-c1ccccc1	17	24	-1	19	0.3	-1	14	0	0
Cc1cccc(NC(=O)CCNC(=O)c2ccccc2)c1	-25	30	10	12	-1.6	-2	1	-4	2
CNC(=O)CCn1nc(-c2ccccc2)c2ccccc2c1=O	10	27	1	5	0.6	0	-3	-14	1
CCOc1ccccc1N1CCN(C(=O)CNC(=O)c2sc3ccccc3c2Cl)CC1	5	19	0	12	0.7	-2	20	0	2
CN(C(=O)c1ccc(S(=O)(=O)NC2CCCC2)cc1)C1CCCCC1	21	-10	-12	5	0.5	-1	11	1	-4
CC(=O)OCCN1CCN(C(=O)CN2C(=O)NC(c3ccccc3)(c3ccccc3)C2=O)CC1	0	12	-1	0	-0.9	0	-13	-5	-4
Fc1ccc(-c2ccnc3nc(N4CCN(c5ccccc5)CC4)nn23)cc1	33	6	-5	23	-2.0	2	41	-8	18
CCCCn1c(N)c(N(CCC(C)C)C(=O)CC2OC(=O)c3ccccc32)c(=O)[nH]c1=O (configuration not stated)	18	-2	10	4	-1.4	0	10	-2	-12
CCN(CC)C(=S)SCC(=O)c1c(C)[nH]c2ccccc12	33	-24	-10	31	1.9	1	38	2	8
N=c1c2c3c(sc2nc2n1CCCCC2)CCCC3	-5	-12	14	-5	1.4	-3	9	-4	2
CCSc1cc(C2C(C(=O)OC)=C(C)NC3=C2C(=O)CCC3)c(C)o1 (configuration not stated)	4	6	6	7	-0.5	-1	-13	1	1
CCC(=NCCc1ccc(OC)c(OC)c1)C1=C(O)CC(C)(C)CC1=O	18	0	-18	9	-0.8	-2	10	3	0
Cc1cc(C)n(CC(=O)N2CCCC(C(=O)c3cccc(OC(C)C)c3)C2)n1 (configuration not stated)	8	11	-17	-2	-0.8	-3	21	5	-7
CC(C)Oc1ccc(C(=O)NCCCNC(=O)c2ccccn2)cc1	12	31	-3	0	-0.3	-4	19	1	-9
COc1cc(NC(=O)COc2ccc(Cl)cc2)ccc1NC(=O)C(C)C	9	2	1	0	2.4	0	5	-1	-4
C1CCN(Cc2nnnn2CC2CCCO2)CC1 (configuration not stated)	-1	-13	-15	8	1.4	-2	-1	-2	-1
Additional results follow.
SMILES	tim10-1 inh	Mdm2 MdmX PPI	APJ antagonist	TIM10 inh	UPR CHOP act	UPR XBP1 act	tim23-1 inh	APJ ag	CXCR6 block
CN(C(=O)COC(=O)CCCN1C(=O)c2cccc3cccc(c23)C1=O)C1CCS(=O)(=O)C1 (configuration not stated)	-1	8	18	-3	0.6	-2	13	-2	-1
Cc1cnc(NC(=O)C2CCC(C(C)(C)C)CC2)s1 (configuration not stated)	5	-14	3	14	6.6	4	16	3	1
CCCc1nnc2c(N(C)S(=O)(=O)c3ccc(C)cc3)nc3ccccc3n12	40*	-3	-7	18	0.7	9	16	-1	-9
Cc1nnc(SCC(=O)N2CCOCC2)c2ccccc12	-2	23	-11	-9	0.3	0	14	4	-7
COC(=O)c1ccc(NC(=O)CN2CCN(CCO)CC2)cc1	8	8	-10	7	0.2	-2	5	-3	0
Cc1nc2ccc(NC(=O)NCCCO)cc2s1	-7	11	14	6	-0.7	-1	1	-3	0
Cc1cccc(CNC(=O)C2CCC(=O)N(CCc3cccc(F)c3)C2)n1 (configuration not stated)	3	-4	11	-7	2.7	-6	-2	-3	2
Cc1nc(C)c(C(=O)NNS(=O)(=O)c2ccccc2)s1	2	-6	4	-1	-2.2	0	8	-1	-5
CCC(=O)Nc1nc2n(n1)C(c1ccc(OC)cc1)C=C(c1ccccc1)N2 (configuration not stated)	15	19	9	14	0.8	4	1	-5	.
COCCCNC(=O)c1ccc2nc(Cc3ccc(OC)cc3)oc2c1	7	-90	16	-4	7.6	1	16	-2	1
O=S(=O)(c1ccc(=S)[nH]c1)N1CCCCC1	-11	-7	-14	-4	-1.2	1	-15	-2	-13
O=C(NN1C(=O)NC2(CCCCC2)C1=O)c1ccc(-c2ccc([N+](=O)[O-])cc2)o1	5	18	-36	6	1.0	-4	-1	6	-2
CC(=O)c1cccc(NC(=O)C(OC(=O)c2cccs2)c2ccccc2)c1 (configuration not stated)	16	-9	0	17	1.6	1	13	1	7
CCc1cc(C(=O)Nc2cc(S(=O)(=O)N(CC)CC)ccc2N2CCN(C)CC2)sc1C	-7	21	-14	-2	1.8	-5	9	-4	4
O=C1Nc2c(c(=O)[nH]c(=O)n2-c2ccccc2F)C(C(F)(F)F)(C(F)(F)F)N1	-2	-6	4	16	0.5	0	-2	-3	2
N/C(=N\OC(=O)c1cc(Br)ccc1Cl)c1cccnc1	47*	-37	-105	31	6.6	-2	-13	11*	-18
CN(C)CCCn1c2c(c(SCC(=O)Nc3ccc4c(c3)OCO4)nc1=O)CCCC2	5	0	17	2	-0.7	-1	-8	9	-8
CC(C)(C)OC(=O)N1CCN(c2ccc(NC(=O)Cn3nnc(-c4ccccc4)n3)cc2)CC1	13	26	-7	6	-1.2	-1	-42	0	7
COc1ccc(-c2nnc(Nc3nc4c(OC)cccc4s3)o2)c(OC)c1	6	68*	1	-6	20	3	-12	-8	-3
COC(=O)c1ccc(NC(=O)COC(=O)C2=NN(c3ccccc3)C(=O)CC2)cc1	-13	6	14	-5	2.3	1	-2	-4	-1
CN1C(=O)/C(=C\c2ccncc2)SC1=Nc1ccccc1	-5	11	-1	20	1.4	8	-2	-1	2
Cc1ccc(N=Cc2cc(Cc3ccccc3Cl)cc([N+](=O)[O-])c2O)c(O)c1	36	37	2	52*	-0.6	7	40	2	5
O=C(O)C1CCN(C(=O)c2ccccc2Cl)CC1	0	12	-1	9	-0.7	0	5	-4	-36
CC1CCN(c2cc(N(C)CCO)c([N+](=O)[O-])c3nonc23)CC1	11	20	9	1	-1.9	0	2	-5	11
CCOc1ncccc1C(=O)Nc1cccc(-c2nnc3n2CCCCC3)c1	16	25	-7	-5	-1.1	6	6	0	-1
The list continues.
SMILES	tim10-1 inh	Mdm2 MdmX PPI	APJ antagonist	TIM10 inh	UPR CHOP act	UPR XBP1 act	tim23-1 inh	APJ ag	CXCR6 block
CCc1ccc(NC(=O)CN2C(=O)CC(C)S(=O)(=O)c3ccccc32)cc1 (configuration not stated)	34	-3	4	4	-1.8	-1	24	-5	5
Cc1ccc(S(=O)(=O)NC(=O)Nc2nccs2)cc1	14	4	5	-5	1.8	-4	2	-3	5
CCc1cccc(C)c1NC(=O)COC(=O)CNS(=O)(=O)/C=C/c1ccccc1	34	-1	-1	12	-1.4	1	4	-1	4
O=C(NNC(=S)NC(=O)c1ccccc1[N+](=O)[O-])c1ccccc1[N+](=O)[O-]	5	19	15	16	-0.7	-3	1	-6	14
COCCCNC(=O)CC(NS(=O)(=O)c1ccc(OC)cc1)c1ccc(OC)cc1 (configuration not stated)	3	-16	10	6	2.7	-2	10	-1	-3
Cc1ccc2sc(-c3ccc(NC(=O)CCN4C(=O)c5ccccc5C4=O)cc3)nc2c1	13	-187	-21	1	4.6	8	12	9	.
O=C1CCCN1CCCNc1ncnc2c1[nH]c1ccccc12	13	9	10	-1	0.6	-2	14	-6	1
NS(=O)(=O)c1ccc(N/C=C/C(=O)c2ccc(Br)cc2)cc1	9	-26	-20	-4	5.8	0	-5	7	-7
Cc1ccc(OCC(=O)Nc2ccc(S(=O)(=O)Nc3onc(C)c3C)cc2)cc1	-10	-11	-22	-4	0.1	-1	9	1	1
Cc1ccc(S(=O)(=O)N2CCOCC2)cc1C(=O)Nc1ccccc1N1CCCC1	21	-14	-4	24	1.4	-3	29	4	1
CN1CCN(NC(=O)c2cn(-c3ccccc3)nc2-c2ccc(OC(F)F)cc2)CC1	7	21	5	6	0.0	3	4	-2	-4
COc1ccc(C(=O)Oc2cccc(/C=N/NC(N)=S)c2)cc1	29	-4	1	15	4.0	4	-21	0	7
C=CCn1c(-c2sc(-c3ccccc3)nc2C)n[nH]c1=S	30	-2	-3	18	-0.1	-2	41	0	-5
CCN(CC)CCCN(C(=O)c1ccc(OC)cc1)c1nc(-c2ccc(OC)cc2)cs1	31	50*	6	19	-1.4	-3	19	1	-2
CNc1nc(OCC#N)nc(N2CCCCC2)n1	15	-7	6	10	-1.7	-1	-9	1	-4
CSc1nnc(C)c(/C=C/Nc2ccc(C)cc2)n1	37	14	4	20	-0.7	2	38	-1	-1
CCCc1ccc(C(=O)Cn2nc(C(=O)O)c3ccccc3c2=O)cc1	27	-11	22	19	1.0	-2	14	-1	8
CNC(=O)c1cc(S(=O)(=O)N(C)C)ccc1Cl	-5	-7	-6	8	-1.5	-2	4	0	2
O=C(NCc1ccc(Cl)cc1)C1CCCN(c2ncnc3c2nc2n3CCCCC2)C1 (configuration not stated)	32	4	-3	11	0.6	-4	23	-3	5
CCOC(=O)c1ccc(NC(=O)c2ccc3c(c2)C(=O)N(Cc2cccnc2)C3=O)cc1	-4	9	-9	-14	-0.3	-5	-4	8	-14
CCOc1ccc(-c2noc(CCCC(=O)NC3CCCCC3)n2)cc1OC	21	13	-12	10	2.6	2	5	-1	-8

Not a retest: entries from further up.
SMILES	tim10-1 inh	Mdm2 MdmX PPI	APJ antagonist	TIM10 inh	UPR CHOP act	UPR XBP1 act	tim23-1 inh	APJ ag	CXCR6 block
CCc1ccc(NC(=O)CN2C(=O)CC(C)S(=O)(=O)c3ccccc32)cc1 (configuration not stated)	34	-3	4	4	-1.8	-1	24	-5	5
Cc1ccc(S(=O)(=O)NC(=O)Nc2nccs2)cc1	14	4	5	-5	1.8	-4	2	-3	5
